PMI inhibition: human PMI inhibitors, high substrate, primary screen, biochemical, fluorescence intensity, high mannose 6-phosphate (AID 1220); 190,000 tested, 0.66% active; recombinant PMI enzyme, coupled fluorescence intensity; higher % means a stronger effect; inhibition, % at 20 µM, or IC50 in µM where a hit was titrated
M17LAP inhibition: P. falciparum M17LAP inhibitors, primary screen, biochemical, fluorogenic H-Leu-NHMec substrate, 1536-well (AID 1619); recombinant M17LAP, H-Leu-NHMec fluorogenic kinetic assay; higher % means a stronger effect; inhibition, % at 30 µM; hits with a dose series show IC50 in µM; 220,000 tested, 0.38% active;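 active = compound inhibiting the enzyme by more than half at any dose during confirmatory dose-response retesting; inconclusive = strong single-dose inhibitors picked by rank but not retested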;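 note: plate controls were full reaction with DMSO carrier for no effect and no enzyme background for full effect; strong numbers were not always called active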
human PMI inhibition: MPI enzyme activity inhibition – biochemical, fluorescence intensity, coupled assay, primary screen (AID 1209); inhibition, % at 20 µM; hits with a dose series show IC50 in µM; purified PMI enzyme, coupled fluorescence intensity; higher % means a stronger effect; 190,000 tested, 0.42% active;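 note: plate controls were DMSO vehicle for no effect and wells lacking substrate for full effect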
SIAH1 antagonists: Siah-1 peptide-binding antagonists, primary screen, biochemical, fluorescence polarization, rhodamine-plectin, uHTS (AID 1817). Siah-1 / rhodamine-plectin peptide fluorescence polarization; higher % means a stronger effect. one-dose displacement, % at 20 µM; IC50 in µM for titrated hits. 290,000 tested, 0.02% active;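 active = displacement of at least 50% at 20 µM, with a fluorescence ratio check between 0.3 and a set limit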;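 note: plate controls were Siah plus tracer with DMSO for no effect and tracer alone without Siah for full effect; strong numbers were not always called active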
XIAP displacement: small molecules displacing peptide from XIAP – biochemical, IAP family, fluorescence polarization (AID 1018). XIAP BIR domain, fluorescence polarization peptide displacement; higher % means a stronger effect. one-dose displacement, % at 20 µM; IC50 in µM for titrated hits. 200,000 tested, 0.007% active; in the data active = displacement above about 50%; note: a part of the inactive calls stands beside numbers as strong as those of hits
LYP phosphatase: inhibitors of LYP phosphatase, biochemical, fluorescence intensity, uHTS (AID 1779) | 290,000 tested, 0.054% active | one-dose inhibition, % at 11.5 µM; IC50 in µM for titrated hits | recombinant LYP phosphatase, fluorescence intensity; higher % means a stronger effect;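 note: plate controls were vehicle with enzyme for no effect and no enzyme for full effect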
AID2073: disruptors of CaV2.2 binding to Mint1 – biochemical, HTRF (AID 2073); 290,000 tested, 0.19% active; HTRF protein-protein interaction, Mint1-CaV2.2; higher % means a stronger effect; one-dose inhibition, % at 20 µM; IC50 in µM for titrated hits; in the data active = inhibition mostly above about 51%, no sharp cut-off; inconclusive = no clear call, values can overlap the other calls; inactive = mostly below about 53%; note: some results filed as inactive read as strong as hits
P. falciparum M1AAP: malaria alanyl aminopeptidase activity blockers – biochemical, fluorogenic H-Leu-NHMec substrate, 1536-well (AID 1445) | inhibition, % at 30 µM; hits with a dose series show IC50 in µM | 220,000 tested, 0.42% active | recombinant M1AAP, H-Leu-NHMec fluorogenic kinetic assay; higher % means a stronger effect;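 active = primary inhibition above the hit cutoff, then over 50% inhibition at one or more dose response concentrations, cut at about 23% in these data, passing the limit was not always enough; inconclusive = conflicting primary data, or primary hits not chosen for dose response; inactive = low primary inhibition, or under 50% at every dose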;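 note: plate controls were DMSO full reaction for no effect and no enzyme background for full effect; strong numbers were not always called active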
Dynein transport: blocks dynein driven cargo transport along microtubules. 3617.4 mouse cells, GR-EGFP nuclear translocation imaging; test concentration mostly 20 µM; stimulated with dexamethasone, 1 µM; hits give low values. z-score, hits read low. 220,000 tested, 0.47% active;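 active = plate z-score of nuclear minus cytoplasmic receptor signal below a set negative limit, without overly bright fluorescence or cell loss, cut at about -3.5 in these data, passing the limit was not always enough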;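 note: z-score of nuclear minus cytoplasmic ring GR-EGFP intensity difference per well; some compounds called inactive have numbers as strong as hits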
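Also added – dexamethasone, 1.0 µM final · Buffer or medium – tet-free, stripped-serum medium · Schedule – induction 48 h, compound 1 h, agonist 30 min · Detection – formaldehyde fixation, Hoechst nuclear stain, 10x automated fluorescence imaging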
Dynein transport cytoplasmic EGFP: second read-out of Dynein transport, no call of its own (marks repeat the call); z-score; measured here: cytoplasmic GR-EGFP intensity; hits give high values
Dynein transport nuclear GR-EGFP: further read-out of Dynein transport, marked with its call; z-score; measured here: nuclear GR-EGFP intensity;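 lower value marks the stronger effect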
Dynein transport cell count: second read-out of Dynein transport, no call of its own (marks repeat the call); z-score; measured here: cell count per field
An asterisk follows results filed as active. Cut-off read from the data, not from the text of the source, unless noted: active = inhibition above about 50%; inactive = the rest.

Screening CC(C(=O)Nc1ccc2c(c1)OCCO2)n1nnc(-c2ccccc2)n1 (stereo unspecified) returned PMI inhibition 35%, M17LAP inhibition -3%, human PMI inhibition 17%, SIAH1 antagonists 3%, XIAP displacement -7.5%, LYP phosphatase -1%, AID2073 16%, P. falciparum M1AAP 4%, Dynein transport -0.5, Dynein transport cytoplasmic EGFP -0.29, Dynein transport nuclear GR-EGFP -0.26 and Dynein transport cell count 0.36.
`CSc1ccc(/C=N/NC(=O)c2sccc2C)cc1` gave PMI inhibition 0%, M17LAP inhibition 3%, human PMI inhibition -1%, SIAH1 antagonists 4%, XIAP displacement -2.3%, LYP phosphatase -9%, AID2073 8%, P. falciparum M1AAP 11%, Dynein transport -0.7, Dynein transport cytoplasmic EGFP -0.32, Dynein transport nuclear GR-EGFP -0.47 and Dynein transport cell count 0.72.
CC(C)CNCC(=O)N1c2ccccc2Sc2ccccc21 was read as PMI inhibition -4%, M17LAP inhibition -1%, human PMI inhibition -5%, SIAH1 antagonists 7%, XIAP displacement -3.7%, LYP phosphatase 0%, AID2073 4%, P. falciparum M1AAP -3%, Dynein transport -0.068, Dynein transport cytoplasmic EGFP -0.22, Dynein transport nuclear GR-EGFP -0.17 and Dynein transport cell count 0.13.
Cc1cc(C(=O)CSc2nc(N)cc(=O)[nH]2)c(C)n1-c1cccc(F)c1 was read as PMI inhibition 9%, M17LAP inhibition -9%, human PMI inhibition 15%, SIAH1 antagonists 13%, XIAP displacement -5.8%, LYP phosphatase 1%, AID2073 20%, P. falciparum M1AAP 3%, Dynein transport -0.4, Dynein transport cytoplasmic EGFP -0.17, Dynein transport nuclear GR-EGFP -0.25 and Dynein transport cell count -0.4.
Cc1cc(NCCN2CCOCC2)n2nc(C)c(-c3ccccc3)c2n1 was read as PMI inhibition 2%, M17LAP inhibition 8%, human PMI inhibition 6%, SIAH1 antagonists 3%, XIAP displacement 0.6%, LYP phosphatase -1%, AID2073 1%, P. falciparum M1AAP 5%, Dynein transport -0.15, Dynein transport cytoplasmic EGFP -0.29, Dynein transport nuclear GR-EGFP -0.19 and Dynein transport cell count 1.3.
For O=C(O)c1cccc(Cn2c(Cl)c(/C=N/Nc3ccccc3)sc2=O)c1 the results were PMI inhibition -148%, M17LAP inhibition 2%, human PMI inhibition -62%, SIAH1 antagonists -12%, XIAP displacement -15%, LYP phosphatase 0%, AID2073 1%, P. falciparum M1AAP 14%, Dynein transport 0.42, Dynein transport cytoplasmic EGFP 0.061, Dynein transport nuclear GR-EGFP 0.42 and Dynein transport cell count -0.28.
Screening CC1CCCN(CC(=O)Nc2ccc(S(=O)(=O)NC3CCCCC3)cc2)C1 (stereo unspecified) returned PMI inhibition 0%, M17LAP inhibition 8%, human PMI inhibition 6%, SIAH1 antagonists 2%, XIAP displacement -2.0%, LYP phosphatase 2%, AID2073 18%, P. falciparum M1AAP 1%, Dynein transport -0.28, Dynein transport cytoplasmic EGFP -0.2, Dynein transport nuclear GR-EGFP 0.11 and Dynein transport cell count 0.031.
COc1ccccc1N(C)S(=O)(=O)c1ccc(Cl)c(C(=O)N2CCC(C(N)=O)CC2)c1 was read as PMI inhibition -7%, M17LAP inhibition 7%, human PMI inhibition 2%, SIAH1 antagonists -3%, XIAP displacement -4.4%, LYP phosphatase -8%, AID2073 -3%, P. falciparum M1AAP 2%, Dynein transport 0.44, Dynein transport cytoplasmic EGFP -0.21, Dynein transport nuclear GR-EGFP 0.32 and Dynein transport cell count 0.2.
`O=C(O)C1CC(c2ccccc2)=Nc2ccccc2S1` (stereo unspecified) gave M17LAP inhibition -5%, SIAH1 antagonists -5%, LYP phosphatase -4%, AID2073 -6%, P. falciparum M1AAP -1%, Dynein transport -0.15, Dynein transport cytoplasmic EGFP -0.22, Dynein transport nuclear GR-EGFP -0.11 and Dynein transport cell count 0.95.
`Cc1ccc(S(=O)(=O)N2CCCCC2)cc1NC(=O)COc1ccccc1F` gave PMI inhibition 6%, M17LAP inhibition 2%, human PMI inhibition 9%, SIAH1 antagonists -2%, XIAP displacement -6.0%, LYP phosphatase -6%, AID2073 -4%, P. falciparum M1AAP 3%, Dynein transport -0.14, Dynein transport cytoplasmic EGFP -0.092, Dynein transport nuclear GR-EGFP -0.5 and Dynein transport cell count -0.58.
Screening N#C/C(=C\c1cccs1)C(=O)N1CCOCC1 returned M17LAP inhibition 11%, SIAH1 antagonists 16%, LYP phosphatase -3%, AID2073 inconclusive, P. falciparum M1AAP 4%, Dynein transport -1, Dynein transport cytoplasmic EGFP -0.27, Dynein transport nuclear GR-EGFP -0.33 and Dynein transport cell count 1.3.
For CCOC(=O)Cc1csc(NC(=O)CSc2nncn2C)n1 the results were PMI inhibition -5%, M17LAP inhibition 5%, human PMI inhibition -15%, SIAH1 antagonists -4%, XIAP displacement -4.7%, LYP phosphatase -9%, AID2073 8%, P. falciparum M1AAP -1%, Dynein transport -0.23, Dynein transport cytoplasmic EGFP -0.2, Dynein transport nuclear GR-EGFP -0.24 and Dynein transport cell count 0.89.
`Cc1ccc2cc(C#N)c(SCC(=O)NCc3ccco3)nc2c1` gave PMI inhibition -4%, M17LAP inhibition -1%, human PMI inhibition -7%, SIAH1 antagonists 6%, XIAP displacement -36%, LYP phosphatase -4%, AID2073 10%, P. falciparum M1AAP -5%, Dynein transport -0.28, Dynein transport cytoplasmic EGFP -0.2, Dynein transport nuclear GR-EGFP -0.31 and Dynein transport cell count 0.66.
Screening Cc1cccc(-c2nc3ccccc3c(=O)n2NC(=O)Cc2ccc(Cl)cc2)c1 returned PMI inhibition 11%, M17LAP inhibition -27%, human PMI inhibition 30%, SIAH1 antagonists 11%, XIAP displacement 0.4%, LYP phosphatase 8%, AID2073 7%, P. falciparum M1AAP -2%, Dynein transport 0.52, Dynein transport cytoplasmic EGFP -0.2, Dynein transport nuclear GR-EGFP 0.73 and Dynein transport cell count -1.4.
`COCCn1c(=NC(=O)c2cc(Cl)sc2Cl)sc2cc(S(N)(=O)=O)ccc21` gave PMI inhibition 11%, M17LAP inhibition -6%, human PMI inhibition 20%, SIAH1 antagonists 8%, XIAP displacement -4.6%, LYP phosphatase -2%, AID2073 39%, P. falciparum M1AAP 7%, Dynein transport -0.88, Dynein transport cytoplasmic EGFP -0.23, Dynein transport nuclear GR-EGFP -0.72 and Dynein transport cell count 1.
For CS(=O)(=O)NNC(=O)CN1C(=O)C2C3C=CC(C3)C2C1=O (stereo unspecified) the results were PMI inhibition -17%, M17LAP inhibition 1%, human PMI inhibition -26%, SIAH1 antagonists 2%, XIAP displacement -4.0%, LYP phosphatase 4%, AID2073 -2%, P. falciparum M1AAP 2%, Dynein transport -0.97, Dynein transport cytoplasmic EGFP -0.31, Dynein transport nuclear GR-EGFP -0.57 and Dynein transport cell count 0.53.
For CCOC(=O)c1ccccc1NC(=O)CN1C(=O)c2ccccc2S1(=O)=O the results were PMI inhibition 0%, M17LAP inhibition -15%, human PMI inhibition 6%, SIAH1 antagonists 7%, XIAP displacement 1.4%, LYP phosphatase 3%, AID2073 -5%, P. falciparum M1AAP 0%, Dynein transport -0.46, Dynein transport cytoplasmic EGFP -0.2, Dynein transport nuclear GR-EGFP 0.013 and Dynein transport cell count -0.27.
CCCC1=C(C(=O)OCC)C(c2ccc(N(C)C)cc2)n2ncnc2N1 (stereo unspecified) was read as PMI inhibition 1%, M17LAP inhibition 4%, human PMI inhibition -4%, SIAH1 antagonists 0%, XIAP displacement -4.8%, LYP phosphatase -3%, AID2073 28%, P. falciparum M1AAP 14%, Dynein transport -0.73, Dynein transport cytoplasmic EGFP -0.48, Dynein transport nuclear GR-EGFP -0.073 and Dynein transport cell count 0.82.
Screening O=C(N/N=C/C=C/c1ccccc1)C1CC1(c1ccccc1)c1ccccc1 (stereo unspecified) returned PMI inhibition 10%, M17LAP inhibition -2%, human PMI inhibition 8%, SIAH1 antagonists -1%, XIAP displacement -4.4%, LYP phosphatase 5%, AID2073 -6%, P. falciparum M1AAP 5%, Dynein transport -0.079, Dynein transport cytoplasmic EGFP -0.21, Dynein transport nuclear GR-EGFP -0.22 and Dynein transport cell count -0.18.
`Nc1[nH]c(N=NC(=O)c2ccccc2)c2ccccc12` gave PMI inhibition 2%, M17LAP inhibition 35%, human PMI inhibition 6%, SIAH1 antagonists 0%, XIAP displacement -4.6%, LYP phosphatase 0%, AID2073 4%, P. falciparum M1AAP 11%, Dynein transport -0.78, Dynein transport cytoplasmic EGFP -0.005, Dynein transport nuclear GR-EGFP -0.54 and Dynein transport cell count 0.81.
`CN(C)c1ccc(C(=O)NN2C(=O)c3ccccc3C2=O)cc1` gave PMI inhibition -3%, M17LAP inhibition 3%, human PMI inhibition -10%, SIAH1 antagonists 4%, XIAP displacement -1.4%, LYP phosphatase 1%, AID2073 10%, P. falciparum M1AAP 2%, Dynein transport 1.6, Dynein transport cytoplasmic EGFP -0.099, Dynein transport nuclear GR-EGFP 1.2 and Dynein transport cell count -0.65.
For O=C(O)C1CC=CCC1C(=O)Nc1cc(Cl)ccc1Cl (stereo unspecified) the results were PMI inhibition 2%, M17LAP inhibition 6.2µM*, human PMI inhibition -1%, SIAH1 antagonists 2%, XIAP displacement -7.3%, LYP phosphatase -6%, AID2073 -2%, P. falciparum M1AAP 6%, Dynein transport -0.037, Dynein transport cytoplasmic EGFP -0.25, Dynein transport nuclear GR-EGFP 0.0017 and Dynein transport cell count 1.2.
For CC1Cc2ccccc2N1CC(=O)NC(c1ccccc1)c1ccccc1 (stereo unspecified) the results were PMI inhibition 12%, M17LAP inhibition 11%, human PMI inhibition 18%, SIAH1 antagonists 7%, XIAP displacement -7.4%, LYP phosphatase 4%, AID2073 4%, P. falciparum M1AAP 2%, Dynein transport 1.9, Dynein transport cytoplasmic EGFP -0.25, Dynein transport nuclear GR-EGFP 1 and Dynein transport cell count -0.99.
Screening COc1ccc(C(=O)OCC(=O)Nc2ccc(F)c(F)c2F)cc1OC returned PMI inhibition -10%, M17LAP inhibition 1%, human PMI inhibition -3%, SIAH1 antagonists 3%, XIAP displacement -1.3%, LYP phosphatase -1%, AID2073 -3%, P. falciparum M1AAP 5%, Dynein transport -0.16, Dynein transport cytoplasmic EGFP -0.11, Dynein transport nuclear GR-EGFP -0.22 and Dynein transport cell count -0.11.
